Eya2 phos inh – inhibitors of human Eya2 phosphatase activity; 330,000 tested, 0.006% active; Potency, µM (highest dose often 76.9 µM), without a hit: at the highest dose activity, negative = inhibition, hits mostly inhibitors; AID 488837; recombinant Eya2, OMFP fluorescence dephosphorylation (OMFP is methylfluorescein phosphate); O00167; further: potency means the concentration at half of the fitted maximal effect
Target sequence (O00167 whole entry, looked up): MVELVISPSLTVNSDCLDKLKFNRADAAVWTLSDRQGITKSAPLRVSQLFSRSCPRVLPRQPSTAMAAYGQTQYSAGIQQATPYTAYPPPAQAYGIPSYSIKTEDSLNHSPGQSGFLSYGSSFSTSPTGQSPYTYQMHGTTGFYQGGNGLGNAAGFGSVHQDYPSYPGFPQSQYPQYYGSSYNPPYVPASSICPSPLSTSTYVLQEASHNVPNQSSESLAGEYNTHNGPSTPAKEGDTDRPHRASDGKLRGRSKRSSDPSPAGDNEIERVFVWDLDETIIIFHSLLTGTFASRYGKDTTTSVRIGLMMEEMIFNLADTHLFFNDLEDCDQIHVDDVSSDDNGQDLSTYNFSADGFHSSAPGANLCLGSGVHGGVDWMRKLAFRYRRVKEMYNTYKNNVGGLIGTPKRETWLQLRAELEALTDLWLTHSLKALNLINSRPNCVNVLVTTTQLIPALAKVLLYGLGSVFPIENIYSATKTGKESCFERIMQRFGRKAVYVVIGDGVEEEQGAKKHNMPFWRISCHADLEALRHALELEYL
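Eya2 (0.2 uM) preincubated 10 min at ambient with compound, then OMFP substrate added at 50 uM; 10 min reaction in 50 mM HEPES pH 7.5, 50 mM NaCl, 5 uM MgCl2, 0.05% BSA, 1 mM DTT. Fluorescence read at Ex 485/Em 525 nm.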
uPA surface inh – blocks generation of uPA at the cell surface; Potency, µM (series often up to 38.3 µM), without a hit: at the top dose activity change, negative = inhibition, most hits filed as inhibitors; cell surface uPA generation assay, qHTS; 330,000 tested, 0.31% active; AID 540303; active means well fitted inhibition curve with a large enough effect; inconclusive means small, poorly fitted or top-dose-only effect; inactive means no such curve, though single readings can be large or run the other way; tested in mouse RAW 264.7 cells; further: potency means the concentration at half of the fitted maximal effect; nearly all actives have a fitted effect of over 55% in size
Giardia kill – Giardia lamblia killing | Giardia lamblia trophozoite viability | activity change, % at 7.66 µM, hits read low | 340,000 tested, 0.15% active | AID 540267; in the data active means activity change below about -80%; inconclusive means between about -30% and that limit;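 further: parasites exposed to compound for two days anaerobically before the ATP read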
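Luminescence from cellular ATP indicates surviving trophozoites (100 cells/well) following 48 hrs anaerobic compound treatment at 37 deg C; signal develops 15-30 min at room temperature.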
hERG WT inh – blocks the wildtype human KCNH2 potassium channel; U2OS, BacMam KCNH2, thallium flux FluxOr; active compounds read low; activity change, % at 1.84 µM; 340,000 tested, 0.37% active; AID 720551;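 active means maximum activity change below -70%; inconclusive means maximum activity change between -70% and -50%; inactive means maximum activity change above -50%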
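U2OS cells transduced with wild-type KCNH2 virus are loaded with FluxOr dye for 45 min, and thallium flux is measured in kinetic reads before and after stimulation buffer. Rate constants are normalized to DMSO controls.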
KCNH2 3.1 block – KCNH2 3.1 (human) potassium channel inhibition; activity change, % (tested at about 1.8 µM); U2OS KCNH2 3.1, thallium flux FluxOr; active compounds read low; 340,000 tested, 0.95% active;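 active means maximum activity change below -70%; inconclusive means maximum activity change from -70% to -50%; inactive means maximum activity change above -50%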;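 further: thallium influx rate constant from kinetic fluorescence after stimulation buffer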
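U2OS cells transduced with KCNH2 3.1 mutant virus (1.77 x 10^8 /mL, 4 h), plated overnight at 37 C, loaded 45 min with FluxOr dye plus Red40 quencher. Thallium flux rate constant from kinetic reads after stimulation buffer, normalised to controls.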
B2AR arrestin – agonists driving beta-arrestin recruitment to human beta2-adrenergic receptor; P07550; beta-arrestin recruitment to beta2AR, cell-based reporter; Potency, µM (doses to about 46.1 µM), for the others: at the top dose activation, actives largely listed as activators; 330,000 tested, 0.02% active;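 further: potency means the concentration at half of the fitted maximal effect; 0% = DMSO controls and full agonism = EC100 isoproterenol or metaproterenol; nearly all actives have a fitted effect of over 65% in size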
USP2a block – USP2a (human) protease inhibition. USP2 core, Ub-CHOP2 coupled fluorogenic reporter, 485/531. Potency, µM (doses to about 38.3 µM), for inactives: at the top dose activity change, negative = inhibition, hits mostly inhibitors. 330,000 tested, 0.01% active. AID 463254;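 further: potency means the concentration at half of the fitted maximal effect; plate controls were DMSO wells for no effect and full inhibition by NEM control for full effect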
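Cell-free coupled assay: 10nM USP2 core preincubated 30min RT with compound in Tris-HCl pH 8.0/CaCl2/CHAPS buffer, then 25nM Ub-CHOP2 and 25nM reporter substrate; fluorescence (Ex 485/Em 531) read after 60min RT, normalized to NEM inhibition, concentration-response curves fitted.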
Coupling enz – counter-screen for Giardia aldolase inhibitors: coupling enzyme system; coupling enzyme system counterscreen, AmpLite Red fluorescence; activity change, negative = inhibition, % at 58.2 µM, hits read low; 290,000 tested, 0.67% active; in the data active means activity change below about -30%
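Counterscreen lacking aldolase: glyceraldehyde-3-phosphate coupling-enzyme reagent preincubated 10 min at RT with compound (at 57.5 uM final), then substrate/coupling system with AmpLite Red added; fluorescence read at 525/598 nm after 20 min RT.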
PKM2 activator – increases activity of human pyruvate kinase M2; AID 1631; 260,000 tested, 0.34% active; P14618; Potency, µM (series often up to 57.5 µM), for inactives: at the highest dose activation, usual class: activators; purified PKM2, Kinase-Glo ATP luminescence, activation; response scale: 0% is enzyme alone, no compound; further: potency means the concentration at half of the fitted maximal effect; nearly all actives have a fitted effect of over 55% in size
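Kinase-Glo luminescence reports ATP generated from ADP (0.1 mM) and PEP (0.5 mM) by purified hPK-M2 after 1 h at room temperature, pH 7.2 imidazole buffer; intermediate enzyme activity allows detecting inhibitors and activators.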
Chronic BCR inh – inhibitors of chronic active B-cell receptor signaling; ABC-DLBCL IkBa-CBG/CBR reporter, luminescence ratio, 4 h; Potency, µM (highest dose often 46.1 µM), for the others: top-dose ratio change, negative = lower green/red ratio, usual class: inhibitors; 340,000 tested, 0.05% active; AID 493014; active means well fitted inhibition curve with a large enough effect in the signal ratio, with a control signal flat, not every such curve was filed as active; inconclusive means small, poorly fitted or top-dose-only effect, or effect the other way, or a change in a side signal; the % refers to the signal ratio;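 further: potency means the concentration at half of the fitted maximal effect; plate controls were basal doxycycline-induced cells for no effect and cells given 10 µM MG132 for full effect; MG132 reads +100%, hits lower the ratio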
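Doxycycline induced both beetle luciferases in TMD8 lymphoma cells; IKK-driven degradation limits the IkappaBalpha-fused green signal, while red luminescence normalises for cell number and nonspecific effects. Compounds tested up to 46 uM, 4 hrs.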
GALK inh – galactokinase (human) inhibition; P51570; Purified GALK, Kinase-Glo residual ATP luminescence; AID 1868; 270,000 tested, 0.007% active; Potency, µM (series often up to 57.5 µM), without a hit: top-dose activity change, negative = inhibition, most hits filed as inhibitors; further: potency means the concentration at half of the fitted maximal effect
Target sequence (P51570 whole entry, looked up): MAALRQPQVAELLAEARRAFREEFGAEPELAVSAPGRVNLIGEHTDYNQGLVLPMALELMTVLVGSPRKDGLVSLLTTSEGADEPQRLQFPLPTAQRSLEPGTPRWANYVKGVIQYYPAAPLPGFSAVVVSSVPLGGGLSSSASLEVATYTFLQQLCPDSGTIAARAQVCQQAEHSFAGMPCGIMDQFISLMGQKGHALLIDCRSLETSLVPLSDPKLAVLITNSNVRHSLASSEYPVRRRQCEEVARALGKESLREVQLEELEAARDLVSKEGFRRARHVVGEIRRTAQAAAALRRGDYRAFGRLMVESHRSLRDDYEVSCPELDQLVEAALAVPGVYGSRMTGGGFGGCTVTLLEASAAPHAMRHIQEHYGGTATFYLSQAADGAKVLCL
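Quantitative HTS: GALK 5 nM, ATP 35 uM, galactose 100 uM, 1 h room temperature, then luciferase-based ATP detection.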
An asterisk follows results filed as active; ? = inconclusive; nt = not tested or not shown; & = joins results of further samples; [ ] = dose if it differs, or a comment. Unless noted, the call rests on the fitted dose curve; in most records, active means well fitted curve in the direction sought with a large enough effect; inconclusive means small, poorly fitted or top-dose-only effect, or another doubt; inactive means no such curve, though single readings can be large; an effect the other way counts as inactive or inconclusive. Unless noted, on the % scale 0 is the no-effect control and ±100 the full control effect.

SMILES	Eya2 phos inh	uPA surface inh	Giardia kill	hERG WT inh	KCNH2 3.1 block	B2AR arrestin	USP2a block	Coupling enz	PKM2 activator	Chronic BCR inh	GALK inh
CC(C)(C)n1nnnc1C(c1cccs1)N1CCN(Cc2ccccc2)CC1 (configuration not stated)	-25%	-1%	-1	4	-3	0.0%	3%	-2	-18%	-3%	0%
CC1CCc2c(sc(Nc3nc4c(F)cccc4s3)c2C(N)=O)C1 (configuration not stated)	-6%	3%	-26	-2	8	-0.5%	2%	4	-6%	?	0%
COc1ccc(CN2CCN(S(=O)(=O)c3ccc(C)cc3)CC2)cc1Br	8%	0%	-5	-5	-12	0.4%	-2%	-4	-7%	-9%	-2%
CC(C)c1onc(C(=O)N2C(C)CCCC2C)c1[N+](=O)[O-] (configuration not stated)	10%	-2%	12	-7	5	-0.3%	0%	4	0%	?	nt
CC(c1ccco1)N(C(=O)c1ccccc1NS(=O)(=O)c1ccc(Cl)c([N+](=O)[O-])c1)c1ccccn1 (configuration not stated)	2%	-1%	-13	2	4	-0.3%	7%	1	4%	?	0%
O=C(COC(=O)/C=C/c1cccs1)NC1CCCCC1	0%	4%	6	-3	-8	-0.1%	2%	nt	-7%	7%	-4%
CCC(NC(=O)c1cc(COc2cc(C)c(Cl)c(C)c2)on1)c1ccncc1 (configuration not stated)	-5%	6%	-5	-6	12	3.5%	-2%	0	nt	?	-5%
O=C(Nc1nnc(-c2ccc(Cl)cc2)o1)NC1CCCCC1	6%	1%	20	4	-9	0.4%	-2%	5	3%	3%	0%
O=C(Nc1ccc(S(=O)(=O)N2CCCC2)cc1)C1CC(=O)N(c2ccc(F)cc2)C1 (configuration not stated)	-23%	0%	12	-9	-3	-0.7%	0%	0	nt	-1%	-1%
O=[N+]([O-])c1ccccc1-c1ccc(C(=S)N2CCCCC2)o1	?	-6%	4	4	-4	-0.1%	-1%	-16	?	?	0%
Cc1ccc(NC(=O)CSCC(=O)NCc2cccc(C(F)(F)F)c2)cc1	-25%	6%	0	13	9	-0.3%	-2%	nt	nt	-1%	nt
CC1CCN(C(=O)CN2C(=O)c3cccc4cccc(c34)C2=O)CC1	8%	4%	-15	-11	-11	0.1%	2%	1	1%	0%	10%
Cc1nc2ccccc2c(=O)n1NC(=O)c1ccco1	3%	0%	-18	11	0	0.0%	0%	0	-7%	-5%	-5%
O=C(c1ccc2c(c1)OCCO2)N1CCCCC1	2%&1%	13%	1	1	0	-0.1%	3%	3	5%	2%	2%
O=C(NCc1ccco1)c1cccc(C(F)(F)F)c1	-3%	-2%	-6	-3	-9	0.1%	2%	1	-3%	-11%	3%
Cc1ccc(C(=O)Oc2ccc(C(=O)COC(=O)c3cnccn3)cc2)cc1	26%	nt	-1	14	-9	0.4%	2%	5	5%	?	1%
CCc1cccc(CC)c1NC(=O)CN1C2CCCC1CC(NC(=O)Nc1cccc(OC)c1)C2 (configuration not stated)	10%	18%	-4	-15	-5	0.8%	1%	-1	1%	?	1%
COc1ccc2c(c1OC)C(=O)N1C2SC(C)(C)[C@H]1C(=O)NCCCOC(C)C (some centres not stated)	4%	-1%	-9	9	15	0.5%	7%	0	nt	2%	nt
NC(=O)c1nn(-c2ccccc2)nc1NC(=O)CSc1nnnn1-c1ccc(Cl)cc1	-5%	-10%	-17	6	-13	-0.4%	-14%	1	-1%	6%	nt
CCc1noc(C)c1C(=O)NC1CCCc2c1cnn2-c1cc(C)cc(C)c1 (configuration not stated)	8%	4%	-10	-4	1	-0.6%	-2%	0	-6%	-8%	5%
Cc1occc1C(=O)Nc1c(Cl)cccc1Cl	-6%	-3%	9	-9	6	-1.1%	2%	0	4%	-3%	4%
CCOC(=O)c1ccc(NC(=S)N2CCCC2c2ccc(OC)c(OC)c2)cc1 (configuration not stated)	-7%	-9%	-18	6	-7	0.6%	-1%	2	0%	?	1%
Nc1nonc1-c1noc(-c2ccc(Br)o2)n1	12%	-2%	-3	-9	2	-0.6%	1%	-2	-1%	4%	4%
CC(C)(C)c1ccccc1OCCOCCSc1ncccn1	-23%	7%	61[activator]	5	-3	-0.5%	-10%	-3	-18%	8%	-4%
CC[N+]1(CC)CC2=Cc3c(ccc4ccccc34)CC2C1 (configuration not stated)	16%	-1%	13	0	-5	-0.1%	0%	4	-8%	?	1%

Whole records from above. Screens in order: Eya2 phos inh	uPA surface inh	Giardia kill	hERG WT inh	KCNH2 3.1 block	B2AR arrestin	USP2a block	Coupling enz	PKM2 activator	Chronic BCR inh	GALK inh
CC1CCc2c(sc(Nc3nc4c(F)cccc4s3)c2C(N)=O)C1 (configuration not stated) in the list: -6%	3%	-26	-2	8	-0.5%	2%	4	-6%	?	0%
O=C(COC(=O)/C=C/c1cccs1)NC1CCCCC1 in the list: 0%	4%	6	-3	-8	-0.1%	2%	nt	-7%	7%	-4%

Look-ups from the list:
O=C(Nc1ccc(S(=O)(=O)N2CCCC2)cc1)C1CC(=O)N(c2ccc(F)cc2)C1 (configuration not stated) @ Eya2 phos inh: -23%
COc1ccc2c(c1OC)C(=O)N1C2SC(C)(C)[C@H]1C(=O)NCCCOC(C)C (some centres not stated) @ hERG WT inh: 9
Nc1nonc1-c1noc(-c2ccc(Br)o2)n1 @ hERG WT inh: -9
CCc1noc(C)c1C(=O)NC1CCCc2c1cnn2-c1cc(C)cc(C)c1 (configuration not stated) @ Eya2 phos inh: 8%

(list continues)
SMILES	Eya2 phos inh	uPA surface inh	Giardia kill	hERG WT inh	KCNH2 3.1 block	B2AR arrestin	USP2a block	Coupling enz	PKM2 activator	Chronic BCR inh	GALK inh
O=C(/C=C/c1cccc([N+](=O)[O-])c1)NC1CC2CCC1C2 (configuration not stated)	-5%	1%	14	-1	4	-0.2%	-13%	-4	0%	-9%	-2%
COc1cc(CNCc2ccccn2)ccc1OCC(=O)NC(C)(C)C	-1%	4%	-4	-16	-9	0.0%	3%	4	8%	-7%	-1%
CCC(C)NC(=O)c1ccc(C)c(NC(=O)C2=C(C)OCCS2)c1 (configuration not stated)	-2%	-25%	-24	-3	-10	-1.0%	0%	10	nt	0%	nt
O=C(NCc1ccc2c3c(cccc13)C(=O)N2)c1cccs1	-15%	-3%	16	-1	16	-0.2%	2%	2	3%	?	-4%
Cc1nc2ccccc2c2c1CC(C)S2 (configuration not stated)	-12%	3%	-10	-14	-1	-0.6%	1%	3	-1%	?	3%
O=C(CSc1ccccc1C(=O)O)c1ccc(Cl)cc1	8%	1%	-1	-13	9	0.2%	4%	10	nt	?	1%
CNC(=S)N1CCc2cc(OC)c(OC)cc2C1	-2%	-2%	25	-7	4	-0.8%	1%	0	1%	4%	11%
CC1(C)C(=O)Nc2ccccc2N1C(=O)COC(=O)Cc1c(F)cccc1Cl	-13%	-7%	13	6	4	-0.8%	-1%	nt	nt	-3%	nt
N/C(=N/OCc1cccc([N+](=O)[O-])c1)c1nonc1N	-3%	0%	?	1	14	-0.4%	2%	0	-7%	?	nt
COc1ccc(OC)c(S(=O)(=O)NCc2ccccn2)c1	-2%	7%	11	-7	18	-0.8%	3%	1	-5%	0%	0%
CC(OC(=O)/C=C/c1cccc(F)c1)C(=O)NC1CCCCC1C (configuration not stated)	-13%	5%	13	0	-10	-0.7%	-2%	nt	-7%	0%	-3%
O=C(O)c1cc([N+](=O)[O-])ccc1NCCc1ccccc1	9%	3%	-26	-2	1	-0.7%	3%	-7	-1%	?	-1%
COc1cc(S(=O)(=O)N2CCN(C)CC2)c(OC)cc1Br	14%	-2%	-17	9	3	3.3%	1%	2	-4%	?	-4%
COc1ccc(CN(CC2CCCO2)C(=O)CN2C(=O)C(C)Oc3ccc(C)cc32)cc1OC (configuration not stated)	3%	0%	-22	3	17	-0.3%	0%	1	2%	?	1%
CCOc1ccccc1NC(=O)C1CCN(S(=O)(=O)c2cccc3cccnc23)CC1	9%	nt	nt	nt	nt	-1.1%	2%	1	4%	7%	1%
CC(=O)NC(NC(C)=O)c1ccc(N(C)C)cc1	2%	-1%	1	1	0	-0.5%	4%	-3	-6%	1%	-1%
COc1ccc(S(=O)(=O)NC(N)=NCCc2ccccc2)cc1	-6%	13%	3	-4	15	0.4%	1%	3	-2%	1%	0%
Cc1c(C(=O)OCCN2CCCCC2)oc2ccccc12	-7%	2%	4	7	11	0.2%	1%	-4	-7%	?	-1%
Cc1cnc(NC(=O)Cc2c[nH]c3ccccc23)s1	-10%	nt	12	8	-6	0.1%	-4%	2	?	?	2%
Cc1noc(C)c1C(=O)Nc1sc2c(c1C(N)=O)CCC2	21%	6%	5	5	7	4.8%	1%	0	14%	?	-4%
Cc1nn(-c2ccccc2)c(Cl)c1C1C(C#N)=C(N)Oc2n[nH]c(C)c21 (configuration not stated)	2%	3%	-3	-2	2	-0.1%	0%	-3	-4%	12%	0%
O=C(NC(=S)Nc1ccc(S(=O)(=O)N2CCCC2)cc1)C1CCC1	3%	2%	-7	0	-11	-0.1%	4%	3	-1%	-9%	1%
